4-MU autofl: compound fluoresces in the 4-MU spectral region. compound autofluorescence, 340/450 nm, 4-MU equivalents; hits give high values. max dye-equivalent concentration, M. 11% of 59,000 active. AID 589; in the data active = max dye-equivalent concentration above about 10 nM; inconclusive = mostly about 1.1 nM to 9.6 nM
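Compounds in 100 mM Tris, pH 8.0, sat 15 min at room temperature before fluorescence was read at 340 nm excitation/450 nm emission; a per-plate six-point 4-MU standard curve converted signals to dye-equivalent concentration at each compound concentration.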
Fluorescein fluor: compound fluoresces in the fluorescein spectral region | Compound autofluorescence, 480/540 nm, fluorescein-equivalent; hits give high values | max fluorescein-equivalent concentration, M | 0.91% of 59,000 active; in the data active = max fluorescein-equivalent concentration above about 10 nM; inconclusive = between about 1.1 nM and that limit
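Fluorescein stocks ranging 3 mM down to 300 nM, plus DMSO blanks, were pinned alongside compounds to build a per-plate standard curve. Buffer: 100 mM Tris, pH 8.0. Incubation 15 min, room temperature; filters 480/540 nm.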
A350 fluor: compounds fluorescent in Alexa 350 spectral region | Compound autofluorescence, 340/450 nm, Alexa 350 dye-equivalents; hits give high values | AID 590 | 11% of 59,000 active | max dye-equivalent concentration, M; in the data active = max dye-equivalent concentration above about 10 nM; inconclusive = mostly about 1.1 nM to 9.6 nM
HEK293 cAMP cs: counter-screen for TSHR agonists: cAMP increase in parental HEK293. parental HEK293 CNG cAMP sensor, membrane potential fluorescence. 2.5% of 73,000 active. Potency, µM (titrated, usually from 57.1 µM), for the others: top-dose activation, usual class: activators; also: potency is read from the fitted curve at half-maximal effect; % of control where 0% means no effect; nearly all actives have a fitted effect of over 55% in size
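Parental HEK 293 cells stably expressing a modified CNG channel (no TSHR) report cAMP rise as membrane depolarization. Membrane potential dye with 100 uM RO 20-1724 was loaded for 60 min at room temperature, then compound added for 30 min; fluorescence read at 590 nm.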
Casp7 inh: blocks human caspase-7 allosterically or competitively; P55210; 0.02% of 75,000 active; Potency, µM (highest dose often 57.5 µM), without a hit: top-dose activity change, negative = inhibition, actives largely listed as inhibitors; recombinant caspase-7, Ac-DEVD-AFC fluorescence rate; active = well fitted inhibition curve with a large enough effect in the main read-out, with a control signal flat, not every such curve was filed as active; inconclusive = small, poorly fitted or top-dose-only effect, or a change in a side signal; also: potency is read from the fitted curve at half-maximal effect; % of control where 0% means no effect
Texas Red fluor: compound fluoresces in the Texas Red spectral region | max dye-equivalent concentration, M | Compound fluorescence, Texas Red channel, 547/618 nm; hits give high values | 0.06% of 59,000 active; in the data active = max dye-equivalent concentration above about 10 nM; inconclusive = between about 1.1 nM and that limit
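qHTS profiling of intrinsic compound fluorescence; 100 mM Tris pH 8.0; 15 min RT; ex 547 / em 618 nm; response expressed as Texas Red dye-equivalent concentration from six-point plate standard.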
ERK AVP inh: vasopressin-driven ERK pathway inhibition; HEK293-V1b, vasopressin-stimulated pERK AlphaScreen; Potency, µM (top dose mostly 57.5 µM), without a hit: top-dose activity, negative = inhibition, usual class: inhibitors; 0.99% of 72,000 active; AID 995; also: potency is read from the fitted curve at half-maximal effect; % is scaled to controls: 0 for no effect and ±100 for the full control effect; nearly all actives have a fitted effect of over 55% in size
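V1b-HEK293 cells; cpd 30 min 37C; 25 nM vasopressin 5 min; lyse 10 min; AlphaScreen beads 5 hr RT. Normalized to DMSO basal and 25 nM vasopressin; AC50 by Hill fit.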
FLuc inh: inhibitors of firefly luciferase. P08659. purified firefly luciferase, luminescence, 8 min. Potency, µM (top dose mostly 57.1 µM), without a hit: at the highest dose activity change, negative = inhibition, usual class: inhibitors. 2.2% of 72,000 active; also: potency is read from the fitted curve at half-maximal effect; % is scaled to controls: 0 for no effect and ±100 for the full control effect; nearly all actives have a fitted effect of over 40% in size
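Luminescence read-out after 8 min at room temperature; enzyme reaction used luciferin plus 10 uM ATP (linear range) in imidazole buffer pH 7.2 with KCl, MgCl2, Tween 20 and BSA. Each sample was run as a titration.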
Casp1 inh: caspase-1 (human) inhibition, allosteric or competitive; 0.03% of 75,000 active; Potency, µM (top dose mostly 57.5 µM), inactives show at the highest dose activity change, negative = inhibition, actives largely listed as inhibitors; Caspase-1 enzyme, Ac-WEHD-AFC fluorogenic rate; P29466;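 also: potency is read from the fitted curve at half-maximal effect; plate controls were vehicle for no effect and no substrate for full effect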
Target sequence (P29466 120-297 limits assumed): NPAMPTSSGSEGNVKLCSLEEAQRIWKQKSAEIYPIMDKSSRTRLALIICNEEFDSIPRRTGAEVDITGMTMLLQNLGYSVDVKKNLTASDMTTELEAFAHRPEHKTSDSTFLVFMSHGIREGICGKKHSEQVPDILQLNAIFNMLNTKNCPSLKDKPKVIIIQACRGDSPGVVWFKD
Target sequence (P29466 317-404 limits assumed): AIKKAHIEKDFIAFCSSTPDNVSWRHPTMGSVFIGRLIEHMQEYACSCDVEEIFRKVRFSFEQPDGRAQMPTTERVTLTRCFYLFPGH
Rhodamine autofl: compound autofluorescence in rhodamine spectral region. Rhodamine-region fluorescence, 547/598 nm, Tris buffer; hits give high values. max dye-equivalent concentration, M. 0.05% of 59,000 active; in the data active = max dye-equivalent concentration above about 11 nM; inconclusive = between about 1.1 nM and that limit
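Read-out is relative fluorescence at 547 nm excitation and 598 nm emission, expressed as dye-equivalent concentration using rhodamine standards on every plate. Each compound was profiled across a concentration series after 15 min in 100 mM Tris, pH 8.0.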
Tau filament bind: binds recombinant human tau filaments. P10636. recombinant tau filaments, thioflavin S fluorescence, 15 h; filaments grown with octadecylsulfate alongside compound. Potency, µM (titrated, usually from 57.1 µM), for inactives: at the highest dose activity change, negative = inhibition. 2% of 71,000 active. AID 596;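 also: potency is read from the fitted curve at half-maximal effect; % is scaled to controls: 0 for no effect and ±100 for the full control effect; actives lower thioflavin S fluorescence by blocking filaments or displacing dye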
Target sequence (P10636 whole entry, looked up): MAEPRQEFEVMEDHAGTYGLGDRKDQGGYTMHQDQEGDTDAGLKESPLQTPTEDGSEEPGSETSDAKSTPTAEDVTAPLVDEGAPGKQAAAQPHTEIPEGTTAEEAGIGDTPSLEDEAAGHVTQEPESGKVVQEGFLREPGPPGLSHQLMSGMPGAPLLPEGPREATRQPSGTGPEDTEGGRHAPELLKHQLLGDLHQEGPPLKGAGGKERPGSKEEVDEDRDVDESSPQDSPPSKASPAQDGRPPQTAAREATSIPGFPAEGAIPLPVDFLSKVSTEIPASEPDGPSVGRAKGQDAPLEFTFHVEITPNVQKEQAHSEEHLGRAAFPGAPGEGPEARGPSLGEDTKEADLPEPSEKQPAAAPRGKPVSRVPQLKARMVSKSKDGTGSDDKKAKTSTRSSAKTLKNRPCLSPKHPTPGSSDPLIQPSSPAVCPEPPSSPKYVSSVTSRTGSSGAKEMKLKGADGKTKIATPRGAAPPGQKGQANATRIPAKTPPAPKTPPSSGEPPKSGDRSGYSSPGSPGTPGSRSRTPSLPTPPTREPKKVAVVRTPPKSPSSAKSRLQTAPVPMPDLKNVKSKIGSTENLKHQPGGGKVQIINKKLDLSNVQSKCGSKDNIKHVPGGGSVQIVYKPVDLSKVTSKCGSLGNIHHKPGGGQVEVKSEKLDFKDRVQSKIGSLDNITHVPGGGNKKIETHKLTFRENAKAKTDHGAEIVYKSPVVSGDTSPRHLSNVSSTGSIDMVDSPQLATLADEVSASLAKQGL
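Assay mix: 1 uM His-tagged tau, 30 uM sodium octadecylsulfate, thioflavine S dye in HEPES/NaCl/DTT buffer. Compound is added prior to the inducer. Fluorescence after 15 h at 37 C.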
Starred values were filed as active, the others as inactive; i = inactive; ? = inconclusive; · = not tested or not shown; [ ] = dose if it differs, or a comment. Unless noted, calls follow the shape of the dose curve; as a rule, active = well fitted curve in the direction sought with a large enough effect; inconclusive = small, poorly fitted or top-dose-only effect, or another doubt; inactive = no such curve, though single readings can be large; an effect the other way counts as inactive or inconclusive. These rows are one share of the data; rates above refer to the full screens.

SMILES | 4-MU autofl | Fluorescein fluor | A350 fluor | HEK293 cAMP cs | Casp7 inh | Texas Red fluor | ERK AVP inh | FLuc inh | Casp1 inh | Rhodamine autofl | Tau filament bind
O=C(Cc1cccs1)Nc1cccc(C(=O)Nc2ccco2)c1 | i | i | i | -3% | 3% | i | -28% | -3% | 2% | i | 3%
COc1ccc(OC)c(C2N(c3ccccn3)C(=O)C3CCCN32)c1 (stereo not given) | i | i | i | 0% | -2% | i | -16% | -2% | -3% | i | 9%
CCC/C=C(\CCC)C(NS(=O)(=O)c1ccc(C(F)(F)F)cc1)c1ccccc1 (stereo not given) | · | · | · | 24% | -1% | · | 47%[activator] | · | 3% | · | -14%
CC(C)C[C@H]1C(=O)N2CCC[C@H]2[C@]2(O)O[C@](NC(=O)[C@@H]3C=C4c5cccc6[nH]c(Br)c(c56)CC4N(C)C3)(C(C)C)C(=O)N12 (stereo not given in full) | 3.3e-08M* | ? | 3.8e-08M* | · | · | i | · | -24%[25.5 µM] | · | i | ·
Clc1ccc(C2CC(c3ccco3)n3ncnc3N2)cc1Cl (stereo not given) | ? | ? | ? | 1% | -4% | ? | -30% | -6% | -1% | i | -4%
CS(=O)(=O)Nc1cccc2cccnc12 | · | · | · | -3% | 1% | · | 1% | 0% | -1% | · | -16%
FC(F)(F)c1cc(-c2cccs2)nc(N2CCOCC2)n1 | 4.9e-08M* | i | 5.8e-08M* | ? | -3% | i | 63%[activator] | 1% | -2% | i | -1%
O=C(CSc1oc(-c2ccc(F)cc2)nc1S(=O)(=O)c1ccc(F)cc1)NCC1CCCO1 (stereo not given) | i | i | i | -1% | 0% | i | 8% | 0% | 2% | i | -2%
CC(=O)OC1COC(n2ccc3ccccc32)C(OC(C)=O)C1OC(C)=O (stereo not given) | i | ? | i | ? | 1% | i | -7% | -1% | -2% | i | 0%
O=C(CN1C(=O)NC2(CCCCCCC2)C1=O)N1CCOCC1 | i | ? | i | 0% | 0% | i | -3% | -36% | 0% | i | 0%
COc1ccc(NS(=O)(=O)c2ccc(NC(=O)C(C)(C(F)(F)F)C(F)(F)F)cc2)nn1 | 2e-08M* | i | 2.3e-08M* | 1% | -2% | i | -5% | -2% | -1% | i | -20%
CN(Cc1ccco1)c1ncncc1-c1ccccc1Cl | i | ? | i | 5% | -11% | i | -8% | 0%[2.29 µM] | -3% | i | 71%
CCOC(=O)C1CCCN(C(=O)CN2C(=O)C(CC)Oc3ccc(C)cc32)C1 (stereo not given) | i | ? | i | 11% | -1% | i | -14% | 0% | -2% | i | -6%
CCOC(=O)NC1CCS(=O)(=O)C1 (stereo not given) | i | i | i | 4% | -2% | i | 28% | 0% | 2% | i | 1%
COc1cc(CN2CCN(C(=O)CC(C)C)CC2)cc(OC)c1OC | · | · | · | ? | 0% | · | 17% | 1% | 0% | · | -6%

Among those listed so far, 2 have a Cl atom.
SMILES | 4-MU autofl | Fluorescein fluor | A350 fluor | HEK293 cAMP cs | Casp7 inh | Texas Red fluor | ERK AVP inh | FLuc inh | Casp1 inh | Rhodamine autofl | Tau filament bind
Clc1ccc(C2CC(c3ccco3)n3ncnc3N2)cc1Cl (stereo not given) | ? | ? | ? | 1% | -4% | ? | -30% | -6% | -1% | i | -4%
CN(Cc1ccco1)c1ncncc1-c1ccccc1Cl | i | ? | i | 5% | -11% | i | -8% | 0%[2.29 µM] | -3% | i | 71%

(listing goes on)
SMILES | 4-MU autofl | Fluorescein fluor | A350 fluor | HEK293 cAMP cs | Casp7 inh | Texas Red fluor | ERK AVP inh | FLuc inh | Casp1 inh | Rhodamine autofl | Tau filament bind
O=C1c2ccccc2-c2ncnc3c(N4CCOCC4)cc(N4CCOCC4)c1c23 | · | · | · | ? | -2% | · | ? | -8% | -1% | · | 5µM*
CCn1c(SCC(=O)Nc2cc(C)on2)nc2c(c1=O)SC(C)C2 (stereo not given) | i | i | i | ? | 2% | i | 22% | 1% | 0% | i | 2%
Cc1nnc(Oc2ccccc2F)c2ccccc12 | i | i | i | 1% | -7% | i | 9% | -9% | 1% | i | -8%
Cc1ccc(-n2c(C)c3c(C)nnc(C)c3c2C)cc1 | 2e-08M* | ? | 3.1e-08M* | ? | -6% | ? | -17% | 2% | -3% | i | -14%
CCCCc1nnc(NC(=O)C2CCCO2)s1 (stereo not given) | i | ? | i | 5% | 1% | i | -7% | 2% | -3% | i | -13%
O=C(c1c(F)cccc1F)N(Cc1ccccn1)C1CCCC1 | i | i | i | 9% | -1% | i | 1% | 1% | -1% | i | 2%
CCCCCC(=O)Nc1ccc(Cl)cn1 | i | ? | i | 14% | 0% | i | 25% | -2% | 1% | i | -6%
CN(C1CCCCC1)S(=O)(=O)c1ccc(NC(=O)CCC(=O)O)cc1 | i | ? | i | 6% | 0% | i | -5% | 3% | 0% | i | -5%
O=C(NCc1ccco1)c1ccc(CS(=O)(=O)Cc2ccc(Cl)cc2)o1 | i | i | i | 2% | 0% | ? | -21% | 0% | -2% | i | 1%
CN(C)C(=O)N1CCC(C(=O)NCc2cccs2)CC1 | i | i | i | 5% | -1% | i | 0% | 1% | -2% | i | 7%
CCn1c(SCC(=O)N2CC(=O)Nc3ccccc32)nnc1-c1ccoc1C | i | ? | ? | -7% | -1% | i | -12% | -2% | 2% | i | -8%
CCOC(=O)C1CCCN(CCC(C)c2ccccc2)C1 (stereo not given) | i | i | i | 10% | 1% | i | -11% | 3% | 0% | i | 0%
COc1ccc(Br)cc1CNC(=O)CCc1nc(-c2ccc(C)cc2)no1 | i | i | i | ? | -1% | ? | 16% | 0% | 0% | i | 36%
Cc1cc(NC(=O)C2CCCC2)nc2c1c(=O)oc1ccccc12 | i | i | i | ? | -3% | i | -12% | 0% | -3% | i | -3%
CC(C)(C)c1ccc(-c2noc(CCC(N)=O)n2)cc1 | ? | i | ? | -6% | -1% | i | 10% | 13µM* | -2% | i | -5%
Cc1ccc(S(=O)(=O)N2CCCC2C(=O)Nc2ccc(O)cc2)cc1 (stereo not given) | · | · | · | -2% | 0% | · | -2% | 0% | -5% | · | -4%
COc1cccc(C(=O)Nc2cccc(C(=O)N3CCOCC3)c2)c1 | i | i | i | 9% | 3% | i | -15% | -8% | 0% | i | 0%
Cc1csc(NC(=O)C(Cc2ccccc2)n2cccc2)n1 (stereo not given) | · | · | · | 2% | -6% | · | ? | 0% | -2% | · | -22%
Cc1cc(N2CCN(C3CCCC3)CC2)n2nc(C)c(-c3ccccc3)c2n1 | 1.4e-08M* | i | ? | -9% | 0% | i | 42%[activator] | 4% | -1% | i | -6%
CCOC(=O)CSc1ccc2nnc(-c3cccnc3)n2n1 | · | · | · | 10% | 2% | · | · | -1% | 4% | · | -8%
O=C(NCC1CCCO1)NC12CC3CC(CC(C3)C1)C2 (stereo not given) | · | · | · | 1% | 0% | · | 3% | -1% | -3% | · | -1%
O=C(OCc1cc(Cl)ccc1OC(F)F)c1cc(S(=O)(=O)O)ccc1O | ? | i | ? | 17% | -1% | i | -5% | 1% | -3% | i | -9%
C=CCN1C(=O)c2ccccc2Sc2ccc(C(=O)N3CCN(C)CC3)cc21 | i | i | i | 6% | 0% | i | -1% | 0% | 1% | i | 1%
O=C(Nc1ccc(N2CCOCC2)cc1)c1cccc(S(=O)(=O)N2CCCC2)c1 | i | i | i | 11% | -1% | i | -1% | 4% | 1% | i | -11%
O=C(c1csnn1)N1CCC2(CCN(Cc3ccccc3)CC2)CC1 | i | ? | i | -6% | -8% | i | 22% | 0%[11.4 µM] | -6% | i | 4%
CCn1c(SCC(=O)Nc2nccs2)nnc1-c1ccc(S(=O)(=O)N2CCCCC2)cc1 | i | i | i | 11% | -1% | ? | 5% | 2% | 2% | i | 10%
CC(C)[C@H](N=Cc1ccccc1O)C(=O)O | i | i | i | 1%[11.4 µM] | 1%[11.5 µM] | i | 4%[11.5 µM] | 1%[11.4 µM] | 1%[11.5 µM] | i | -2%[11.4 µM]
COc1ccc2oc(-c3ccccc3)c(OC)c(=O)c2c1 | 1.8e-08M* | i | 1.9e-08M* | 40µM* | 0% | i | 11% | -6%[11.4 µM] | -5% | i | ?
CC(=O)N1CCC2(CCCN(Cc3nccs3)C2)CC1 | i | i | i | ? | -1% | i | 16% | 0%[11.4 µM] | -1% | i | -6%
CCOc1ccc(NC(=O)c2cccc3c2C(=O)N(Cc2cccnc2)C3)cc1 | i | i | i | -13% | -2% | ? | 17% | 4µM* | 1% | i | 5%
COc1ccc2c(c1)C(NC(C)=O)C(=O)N2C (stereo not given) | i | ? | i | 15% | -1% | i | -15% | 4% | -1% | i | 8%
CC(C)c1ccc(NC(=O)COC(=O)C2=COCCO2)cc1 | i | i | ? | 7% | 9% | i | 10% | 0% | 1% | i | 0%
C=CCn1c(=S)[nH]c2nc3c(cc2c1=O)COC(C)(C)C3 | ? | i | ? | · | · | i | · | 0%[25.5 µM] | · | i | ·
Cn1nnnc1SCSc1nnnn1C | i | i | i | 4% | 2% | i | 14% | -2% | 1% | i | 4%
O=C1CC(c2ccncc2)c2cc3c(cc2N1)OCO3 (stereo not given) | i | i | i | -6% | -3% | i | -11% | -1% | 0% | i | 9%
COc1ccc2c(c1)[C@]1(C)CCC[C@](C)(CO)[C@@H]1CC2 | i | i | i | -6% | · | i | · | 3%[11.4 µM] | · | i | -10%
Cc1nc2nc(SCC(=O)NCc3ccco3)nn2c(C)c1Cc1ccccc1 | i | ? | i | 18% | 0% | i | 21% | 1% | 0% | i | -4%

Compound activity from PubChem.
